Bioassay records deposited in PubChem BioAssay by several laboratories.
PfHsp40 yeast: compounds rescuing yeast from Plasmodium falciparum HSP40 toxicity | AID 504582 | S. cerevisiae expressing PfHsp40, growth rescue, ATP luminescence | actives 0.68% (n = 340,000) | growth rescue, % at 12.5 µM; in the data active = growth rescue above about 28%, passing the limit was not always enough;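 also: yeast W303a lacking pdr1 and pdr3 grown in galactose medium; growth measured after three days at 30 °C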
MazF activator: increases E. coli MazEF RNase cleavage of RNA. P0AE70. FAM/BHQ RNA-DNA oligo cleavage fluorescence, 5 h. activation, % at 20 µM. actives 0.32% (n = 350,000). AID 504720; in the data active = activation above about 50%
Y pestis TopoI: blocks Yersinia pestis topoisomerase I activity | actives 0.064% (n = 360,000) | activity, % at 10 µM | Y. pestis Topo-I cleavage product accumulation, plate reader | AID 504884; in the data active = activity above about 50%, passing the limit was not always enough; also: inactives centre near 2
Rv3671c protease: inhibitors of M. tuberculosis serine protease Rv3671c; P9WHR9; actives 0.048% (n = 320,000); inhibition, % at 5.96 µM; in the data active = inhibition above about 38%;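 also: extracellular domain of Rv3671c used as enzyme; 0% = enzyme with DMSO and 100% = no enzyme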
VHR inh abs: DUSP3 (human) phosphatase inhibition; P51452; recombinant VHR phosphatase, pNPP absorbance; inhibition, % at 13.3 µM; actives 0.52% (n = 290,000); AID 1654; in the data active = inhibition above about 50%; also: some compounds called inactive have numbers as strong as hits
Target sequence (P51452 whole entry, looked up): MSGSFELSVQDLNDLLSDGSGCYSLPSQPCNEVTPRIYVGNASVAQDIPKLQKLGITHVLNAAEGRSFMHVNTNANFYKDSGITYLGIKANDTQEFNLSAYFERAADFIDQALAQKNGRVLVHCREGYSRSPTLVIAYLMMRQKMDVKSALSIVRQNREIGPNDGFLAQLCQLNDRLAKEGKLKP
PriA SSB inh: K. pneumoniae PriA-SSBct interaction inhibition; inhibition, % at 33 µM; actives 0.6% (n = 430,000); AlphaScreen SSBct-PriA binding, biotinylated peptide; in the data active = inhibition mostly above about 37%, no sharp cut-off; inactive = mostly below about 20%;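 also: plate controls were negative control peptide for no effect and reference peptide for full effect; strong numbers were not always called active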
TcdB inh: blocks C. difficile toxin B glycohydrolase activity | P18177 | TcdB glycohydrolase enzymatic assay, plate reader | inhibition, % at 9.99 µM | actives 0.24% (n = 350,000); in the data active = inhibition above about 10%
SARS 3CLpro inh: SARS-CoV 3CLpro protease inhibition | recombinant SARS-CoV 3CLpro, quenched FRET peptide cleavage | inhibition, % at 6 µM | actives 0.14% (n = 290,000); in the data active = inhibition above about 12%
Anthrax LF inh2: blocks Bacillus anthracis lethal factor protease | P15917 | multiplex microsphere protease cleavage assay, LF | actives 0.12% (n = 360,000) | inhibition, % at 10 µM; in the data active = inhibition above about 30%; also: plate controls were buffer without enzyme for full effect and enzyme alone for no effect
Target sequence (P15917 whole entry, looked up): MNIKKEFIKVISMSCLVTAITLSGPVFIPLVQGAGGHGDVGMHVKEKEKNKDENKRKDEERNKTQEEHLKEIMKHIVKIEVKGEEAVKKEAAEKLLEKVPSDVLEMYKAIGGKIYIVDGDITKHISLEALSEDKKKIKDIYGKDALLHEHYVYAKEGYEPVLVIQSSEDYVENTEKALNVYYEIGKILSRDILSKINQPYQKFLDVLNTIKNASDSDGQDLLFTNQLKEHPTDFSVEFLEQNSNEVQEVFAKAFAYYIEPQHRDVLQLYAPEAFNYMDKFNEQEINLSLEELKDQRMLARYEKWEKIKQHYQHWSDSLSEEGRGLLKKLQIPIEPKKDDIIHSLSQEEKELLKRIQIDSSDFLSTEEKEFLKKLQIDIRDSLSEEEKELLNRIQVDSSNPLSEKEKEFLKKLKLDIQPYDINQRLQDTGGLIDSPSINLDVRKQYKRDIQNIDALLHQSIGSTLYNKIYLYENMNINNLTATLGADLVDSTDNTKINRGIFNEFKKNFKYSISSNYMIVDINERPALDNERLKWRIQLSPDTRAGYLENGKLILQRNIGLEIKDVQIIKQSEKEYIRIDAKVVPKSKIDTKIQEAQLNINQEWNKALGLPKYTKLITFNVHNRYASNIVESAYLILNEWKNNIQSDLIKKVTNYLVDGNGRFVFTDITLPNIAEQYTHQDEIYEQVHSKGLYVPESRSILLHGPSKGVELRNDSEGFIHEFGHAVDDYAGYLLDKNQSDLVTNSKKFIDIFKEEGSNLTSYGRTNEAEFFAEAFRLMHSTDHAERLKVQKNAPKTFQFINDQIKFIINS
Vc quorum ag: quorum light induction in luxS cqsA deficient V. cholerae; V. cholerae BH1578 lux reporter, luminescence, 6 h; activation, % at 18.7 µM; actives 0.16% (n = 350,000); in the data active = activation mostly above about 9.7%, no sharp cut-off; also: not every result past the cut was called active; inactives centre near 0; reference of the scale not given here
* = called active by the depositor; i = inactive; / = not tested or not shown; & = joins results of further samples.

SMILES	PfHsp40 yeast	MazF activator	Y pestis TopoI	Rv3671c protease	VHR inh abs	PriA SSB inh	TcdB inh	SARS 3CLpro inh	Anthrax LF inh2	Vc quorum ag
CCCn1c(CCNC(=O)c2ccco2)nc2ccccc21	1.0	-28	-6	-8	20	-5	0.2	0	3	i
CCCCN(CCCC)c1nc2ccccc2nc1NS(=O)(=O)c1ccc(NC(C)=O)cc1	-1.1	-2	1	-14	26	-13	/	-2	-4	-0.4
CCSc1nnc(-c2cnn(-c3ccccc3)c2-n2cccc2)n1C	1.3	-1	3	6	-6	-22	/	-13	-2	i
O=C(CSc1nnc(-c2ccncc2)n1CC1CCCO1)Nc1ccccc1Cl (centres undefined)	-1.0	11	10	13	34	1	1.5	5	-2	-0.4
CC1=C(C(=O)OCc2ccccc2)C(c2ccc(Cl)cc2)NC(=O)N1C (centres undefined)	3.4	-6	36	-2	-4	-10	0.6	2	4	-0.1
Cn1c(N=Nc2ccc(N3CCOCC3)cc2)[n+](C)c2ccccc21	-1.1	3	-45	/	14	6	-0.8	0	-8	i
CCOC(=O)N1C(=O)[C@](c2ccc(Cl)cc2)(C(C)C)N1C(=O)OCC	12	1	29	0	-2	-8	1.4	-1	-1	-6.7
C[C@@H]1CCCCO[C@H](CN(C)C(=O)Nc2ccc(C(F)(F)F)cc2)[C@@H](C)CN([C@H](C)CO)C(=O)c2cc(NC(=O)c3ccncc3)ccc2O1	/	-3	17	/	/	/	0.8&0.6	/	0	-0.5
Cc1nccc(-c2cc(-c3ccc(Cl)cc3Cl)no2)n1	-0.7	-17	-5	4	8	4	0.2	0	0	-1.3
N#C/C(=C\N1CCOCC1)c1ccccc1	-1.2	4	-1	-7	36	-9	/	-3	-2	i
Cn1c(=O)[nH]c(=O)c2c1ncn2CCN1CCOCC1	4.4	-11	-2	4	3	-11	/	-1	-3	5.0
CCn1c2c(c(=N)c3ccccc31)CCC2	0.8	6	2	-8	5	-4	1.1	1	-2	-1.7
CCCCC1=CC2=CC(=O)C(C)(OC(=O)CC)C(=O)C2=CN1Cc1ccc2c(c1)OCO2 (centres undefined)	-0.1	1	10	1	-12	3	0.9	/	2	0.1
COc1cccc(Oc2nccc(N(C)C)c2C#N)c1	0.5	-1	4	11	35	-5	2.0	-5	-8	i
COc1cccc(CNC(=O)C(Cc2ccccc2)n2cccc2)c1 (centres undefined)	-1.6	0	10	2	-7	11	1.1	-4	0	-2.2

Next section, starting with the last 2 of the part before.
SMILES	PfHsp40 yeast	MazF activator	Y pestis TopoI	Rv3671c protease	VHR inh abs	PriA SSB inh	TcdB inh	SARS 3CLpro inh	Anthrax LF inh2	Vc quorum ag
COc1cccc(Oc2nccc(N(C)C)c2C#N)c1	0.5	-1	4	11	35	-5	2.0	-5	-8	i
COc1cccc(CNC(=O)C(Cc2ccccc2)n2cccc2)c1 (centres undefined)	-1.6	0	10	2	-7	11	1.1	-4	0	-2.2
Cc1cc(C)c(NC(=O)CSc2ccc3nnc(CCNC(=O)c4ccccc4)n3n2)c(C)c1	0.4	-1	-9	10	3	-7	-0.5	6	-5	-0.3
O=C(Nc1ccc(F)c(F)c1)C1CCN(S(=O)(=O)c2cccc3nonc23)CC1	-0.3	2	-4	1	2	-3	1.0	6	2	-0.3
N/C(=N\OC(=O)C12CC3CC(CC(C3)C1)C2)c1ccncc1	/	1	-1	9	17	/	0.9	3	11	i
Cn1c(=O)c2c(nc(N3CCOCC3)n2Cc2c(F)cccc2Cl)n(C)c1=O	-0.1	7	1	0	0	1	/	4	-4	-2.0
Cn1nnc2c(C(N)=O)ncn2c1=O	/	/	3	-1	-6	/	0.8	-3	-11	-0.3
COC(=O)c1ccccc1OP1(=O)COc2ccccc2OC1	-0.6	-5	-1	-8	17	0	/	1	-1	i
Cc1ccc2oc(-c3ccco3)nc2c1	-0.3	6	0	-2	15	6	/	4	-5	0.6
Nc1n[nH]c(-c2ccccc2[N+](=O)[O-])n1	-0.1	2	3	-1	-7	12	0.7	9	1	-0.4
O=C(Cc1ccc(Cl)cc1)Nc1ccc2c(c1)C(=O)NC2=O	-0.8	9	-7	3	11	-16	0.4	2	-3	-0.2
COCc1c(C(=O)OCC(=O)N2CCCC2=O)oc2ccccc12	1.5	7	12	5	/	7	0.8	/	5	i
Cc1ccc(Cl)c(OC(=O)C2CSC3(C)CCC(=O)N23)c1 (centres undefined)	0.3	0	6	-4	/	1	0.9	/	-5	0.6
CC(=O)c1cccc(NC(=O)CC2SC(N3CCCCC3)=NC2=O)c1 (centres undefined)	-0.4	1	-6	-7	15	-10	/	-4	-1	-0.7
COc1ccc(/C=C2\CCCC3C2=NN(C(=O)c2ccco2)C3c2ccc(OC)c(OC)c2)cc1OC (centres undefined)	1.1	4	16	-4	41	19	/	-2	-1	i
Nc1ccc2c(c1)ncn2CCCn1cnc2cc(N)ccc21	-0.8	2	-1	2	20	37	-0.6	-3	-9	-0.4
COc1cc(NC(=S)NC(=O)CC(C)C)ccc1NC(=O)c1cc2ccccc2o1	0.9	5	2	4	-5	-7	0.4	-1	0	-0.4

Ordered by SMILES length (smallest number first): eleven of the compounds above
SMILES	PfHsp40 yeast	MazF activator	Y pestis TopoI	Rv3671c protease	VHR inh abs	PriA SSB inh	TcdB inh	SARS 3CLpro inh	Anthrax LF inh2	Vc quorum ag
Cn1nnc2c(C(N)=O)ncn2c1=O	/	/	3	-1	-6	/	0.8	-3	-11	-0.3
Nc1n[nH]c(-c2ccccc2[N+](=O)[O-])n1	-0.1	2	3	-1	-7	12	0.7	9	1	-0.4
COC(=O)c1ccccc1OP1(=O)COc2ccccc2OC1	-0.6	-5	-1	-8	17	0	/	1	-1	i
COCc1c(C(=O)OCC(=O)N2CCCC2=O)oc2ccccc12	1.5	7	12	5	/	7	0.8	/	5	i
O=C(Cc1ccc(Cl)cc1)Nc1ccc2c(c1)C(=O)NC2=O	-0.8	9	-7	3	11	-16	0.4	2	-3	-0.2
N/C(=N\OC(=O)C12CC3CC(CC(C3)C1)C2)c1ccncc1	/	1	-1	9	17	/	0.9	3	11	i
CC(=O)c1cccc(NC(=O)CC2SC(N3CCCCC3)=NC2=O)c1 (centres undefined)	-0.4	1	-6	-7	15	-10	/	-4	-1	-0.7
COc1cc(NC(=S)NC(=O)CC(C)C)ccc1NC(=O)c1cc2ccccc2o1	0.9	5	2	4	-5	-7	0.4	-1	0	-0.4
O=C(Nc1ccc(F)c(F)c1)C1CCN(S(=O)(=O)c2cccc3nonc23)CC1	-0.3	2	-4	1	2	-3	1.0	6	2	-0.3
Cc1cc(C)c(NC(=O)CSc2ccc3nnc(CCNC(=O)c4ccccc4)n3n2)c(C)c1	0.4	-1	-9	10	3	-7	-0.5	6	-5	-0.3
COc1ccc(/C=C2\CCCC3C2=NN(C(=O)c2ccco2)C3c2ccc(OC)c(OC)c2)cc1OC (centres undefined)	1.1	4	16	-4	41	19	/	-2	-1	i

Additional entries
SMILES	PfHsp40 yeast	MazF activator	Y pestis TopoI	Rv3671c protease	VHR inh abs	PriA SSB inh	TcdB inh	SARS 3CLpro inh	Anthrax LF inh2	Vc quorum ag
CCOC(=O)CSc1nc2ccccc2c(=O)[nH]1	-0.7	6	2	2	2	-13	2.4	-4	-10	-0.3
O=C(COC(=O)C12CC3CC(CC(C3)C1)C2)NCCCc1ccccc1	3.2	-7	37	5	1	-31	/	-5	0	-0.6
CC(=O)c1c(O)cc(=O)n(-c2ccccc2)c1-c1ccc(C)cc1	-1.1	7	-7	-2	23	1	/	3	-1	0.5
CC1=C(C(=O)OCC2CCCCC2)C(c2cccc(O)c2)NC(=O)N1 (centres undefined)	0.7	/	-2	2	10	/	/	1	10	-0.3
COc1ccc(Cl)cc1NC(=O)CSc1nc(N2CCOCC2)nc(N2CCOCC2)n1	1.7	9	20	8	5	1	0.4	3	1	-4.2
FC(F)Oc1ccccc1NC(=S)Nc1cccc(Cl)c1Cl	0.1	3	2	2	-9	1	/	-2	-1	-0.3
COc1ccc(/C(C)=N/NC(=O)CNC(=O)c2cccs2)cc1OC	0.1	5	-8	-6	4	/	1.9	3	-2	-5.6
COc1ccc(CC(=O)N[C@@H]2c3cc(OC)c(OC)cc3C[C@H]2O)cc1	-1.1	2	7	/	/	2	0.3	/	-5	i
COc1cc(C(=O)N2CCCCCCC2)ccc1OC1CCN(C(C)=O)CC1	-2.6	4	7	0	24	-11	2.5	5	-5	i
CC(C)CC(=O)N1CCN(Cc2ccc(Br)cc2)CC1	-0.6	5	7	1	4	-2	11*	0	-16	-0.4
Cc1ccc(C)c(-n2cc(CN3CCN(C(=O)c4ncn[nH]4)CC3)c(-c3ccccc3)n2)c1	0.2	1	18	-8	34	7	0.1	1	0	i
CCCC1(C(=O)OC)NC(c2ccco2)C2C(=O)N(C)C(=O)C21 (centres undefined)	5.1	-13	8	1	14	-19	0.6	1	3	-0.1
Cc1cnc(NC(=O)CCCSc2nc3ccccc3s2)s1	-1.0	7	0	-2	39	-18	/	-3	-3	-0.3
COc1ccc(NC(=O)c2cccnc2Nc2ccccc2)cc1	3.4	12	-2	1	8	14	/	-9	0	-0.8
O=C(Nc1ccc(-n2ccnc2P(=O)(O)c2ccccc2)cc1)c1ccccc1Br	-1.4	-3	-7	0	17	1	/	-9	4	-9.8
c1ccc(-c2cc3c(NCC4COc5ccccc5O4)ncnc3s2)cc1 (centres undefined)	0.9	-16	-6	-158	9	-2	-8.6	-2	1	-0.2
O=C1CCCc2nn(-c3ccccc3)nc21	-1.2	-1	1	-11	40	-31	/	-5	1	i
COc1cc(NC(=O)c2c(OC)cccc2OC)ccc1NC(=O)c1cc2ccccc2o1	0.8	-1	10	-13	14	-5	-0.2	6	32*	-0.3
CCOC(=O)C1CCN(C(=O)c2oc3ccc(S(=O)(=O)N4CC(C)CC(C)C4)cc3c2C)CC1 (centres undefined)	1.5	-2	2	-3	-12	7	/	9	0	-0.1
CC1(C)OC(=O)C(=NNc2ccc(Br)cc2)C(=O)O1	0.0	0	-4	8	26	11	/	2	1	-0.2
COc1ccc(Br)cc1CN1CCN(c2ncccn2)CC1	2.1	-4	4	4	/	-12	0.8	/	-1	-0.6
CCOC(=O)C(C)NC(=O)c1cn(-c2ccc(OC)cc2)c(=O)c2ccccc12 (centres undefined)	-2.6	-3	-3	5	-8	-27	1.2	5	7	-1.0
COCCCNC(=O)CNC(=O)c1nn(-c2ccc(OC)c(Cl)c2)c(=O)c2ccccc12	-0.9	4	8	6	30	5	-1.3	5	-15	-2.2
O=C1CCCN1CCCNc1ncnc2c1[nH]c1ccccc12	-0.4	8	8	2	25	-4	/	-1	-5	-0.1
CCNc1ccc(S(=O)(=O)N(C)C)cc1NCC(=O)Nc1ccccc1Cl	1.6	-6	-13	-8	36	-1	-1.9	1	4	i
COC(=O)C1(CC2CC(c3ccc(Cl)cc3)=NO2)CCN(C(=O)OC(C)(C)C)CC1 (centres undefined)	-0.1	-13	-7	2	/	9	0.9	/	-13	-1.2
Cc1ccc(O)c(Nc2nc(-c3ccccc3)nc3ccccc23)c1	0.0	16	-6	2	6	-8	2.3	-9	4	-0.8
Cc1cc(C(=O)N2CCN(Cc3ccccc3)CC2)ccc1[N+](=O)[O-]	-0.3	-1	1	-5	18	-6	12*	-8	-13	i
O=C(NC1CCCCC1)C(c1ccccn1)N(C(=O)c1csnn1)C1CC1 (centres undefined)	-0.4	4	0	7	-14	-7	1.4	-3	-1	0.2
O=C(CSc1nnc(COc2ccc(F)cc2)o1)N1c2ccccc2CCc2ccccc21	0.4	-1	-5	-3	-14	0	/	2	-4	i

Not all compounds are listed; the hit share may differ from the screen's.
